IL1B secr inh = qHTS for Inhibitors of Inflammasome Signaling: IL-1-beta AlphaLISA Primary Screen; THP-1 LPS/ATP IL-1B secretion, AlphaLISA, 16 h; stronger effect = lower value; activity change, % at 57.5 µM; 360,000 tested, 4.7% active; AID 743279, 2014; in the data active means activity change below about -50%; inconclusive means mostly about -30% to -49%; further: on the % scale 0 is the no-effect control and ±100 the full control effect
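THP-1 cells pretreated 1 hr with compounds (up to 57.5 uM final), then stimulated with LPS (250 ng/mL final) plus ATP (1.25 mM final); secreted IL-1B measured by AlphaLISA after 16 hr, decreased signal indicating inhibition.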
HT1080 IDH1KD tx = qHTS for induction of synthetic lethality in tumor cells producing 2HG: qHTS for the HT-1080-IDH1KD cell line; HT-1080 IDH1 knockdown viability, ATP luminescence, 48 h; Potency, µM (series often up to 46.1 µM), without a hit: at the top dose activity, negative = toxicity, most hits filed as cytotoxic; 360,000 tested, 2% active; AID 686971, 2013;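 further: potency means the concentration at half of the fitted maximal effect; 0% = DMSO wells and -100% = cell-free medium wells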
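IDH1KD HT-1080 cells, 750/well, RPMI + 5% FBS; compound pinned after 2 h settling; 48 h, 37 °C; CellTiter-Glo luminescence; % activity normalised to DMSO and no-cell wells; curves fitted, classed by r2 and efficacy.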
ATXN2 expr inh = Primary qHTS for Inhibitors of ATXN expression; Potency, µM (series often up to 57 µM), without a hit: at the highest dose activity change, negative = inhibition, usual class: inhibitors; 360,000 tested, 0.72% active; HEK-293 ATXN2-luciferase reporter, luminescence, 24 h; further: potency means the concentration at half of the fitted maximal effect; on the % scale 0 is the no-effect control and ±100 the full control effect; nearly all actives have a fitted effect of over 55% in size
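qHTS (up to 57 uM final) was run with 24 h compound exposure of reporter cells at 37 °C. Each well was multiplexed: SteadyGlo luminescence measured ATXN2-luciferase expression after a fluorogenic Gly-Phe-AFC viability readout (25 uM final).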
HT1080-NT tox = qHTS for induction of synthetic lethality in tumor cells producing 2HG: qHTS for the HT-1080-NT fibrosarcoma cell line; HT-1080-NT fibrosarcoma viability, CellTiter-Glo ATP luminescence, 48 h; Potency, µM (series often up to 46.1 µM), without a hit: top-dose activity, negative = less viability, most hits filed as cytotoxic; 360,000 tested, 1.6% active; AID 686970, 2013;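 further: NT is the 2HG producing partner of a matched IDH1 knockdown line; potency means the concentration at half of the fitted maximal effect; 0% = DMSO-treated cells and -100% = media-only wells without cells; nearly all actives have a fitted effect of over 55% in size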
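750 cells/well, RPMI + 5% FBS; 2 h settle, compound pin-transfer, 48 h at 37 degrees C. CellTiter-Glo 10 min RT, luminescence. Normalized to DMSO and media-only wells.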
ATXN viability = Viability Counterscreen for Primary qHTS for Inhibitors of ATXN expression. S2 cells (HEK-293 line with an ATXN2-luciferase reporter) viability, CellTiter-Fluor protease fluorescence, 24 h. Potency, µM (top dose mostly 56.7 µM), actives largely listed as cytotoxic. 400,000 tested, 0.49% active; further: potency means the concentration at half of the fitted maximal effect; nearly all actives have a fitted effect of over 40% in size
SW480 rerep = A quantitative high throughput screen for small molecules that induce DNA re-replication in SW480 colon adenocarcinoma cells | SW480 DNA re-replication, Hoechst DNA content imaging, 48 h | Potency, µM (series often up to 46.1 µM), inactives show at the top dose re-replication activation, usual class: activators | 340,000 tested, 1.8% active | AID 624297, 2012; further: potency means the concentration at half of the fitted maximal effect; % of control where 0% means no effect; nearly all actives have a fitted effect of over 55% in size
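Hoechst fluorescence of nuclei (405 nm excitation, 500-530 nm emission) measured by plate-scanning imager after 48 hr compound exposure at 37 C; re-replication scored as increased number of nuclei with elevated intensity.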
KB-V1 cytotox = qHTS assay for MDR1-selective chemotherapeutics: Primary screen using the drug-selected MDR subline cells KB-V1 | KB-V1 MDR cells viability, CellTiter-Glo, 72 h | Potency, µM (highest dose often 46.1 µM), inactives show top-dose activity change, negative = cytotoxicity, hits mostly cytotoxic | 400,000 tested, 3.4% active; further: potency means the concentration at half of the fitted maximal effect; on the % scale 0 is the no-effect control and ±100 the full control effect; nearly all actives have a fitted effect of over 60% in size
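KB-V1 cells (P-gp-expressing MDR subline of KB-3-1) in phenol-red-free DMEM with 10% FBS were exposed to library compounds over a concentration series for 72 h at 37 degrees C. Viability read by CellTiter-Glo luminescence; concentration-effect curves fitted after normalization.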
MCF10A rereplic = A quantitative high throughput screen for small molecules that induce DNA re-replication in MCF 10a normal breast cells | MCF 10A DNA re-replication, Hoechst nuclear intensity, 48 h | Potency, µM (highest dose often 46.1 µM), inactives show at the highest dose activity, positive = re-replication, hits mostly activators | 350,000 tested, 2.9% active; further: potency means the concentration at half of the fitted maximal effect; % of control where 0% means no effect; nearly all actives have a fitted effect of over 50% in size
KB-3-1 tox = qHTS assay for MDR1-selective chemotherapeutics: Primary screen using the parental adenocarcinoma cell KB-3-1; Potency, µM (top dose mostly 46.1 µM), inactives show top-dose activity change, negative = cytotoxic, actives largely listed as cytotoxic; KB-3-1 viability, CellTiter-Glo ATP luminescence, 72 h; 400,000 tested, 1.4% active; further: potency means the concentration at half of the fitted maximal effect; on the % scale 0 is the no-effect control and ±100 the full control effect; nearly all actives have a fitted effect of over 60% in size
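Cytotoxicity measured as CellTiter-Glo luminescence after 72 h at 37 C. Compound titrations were pinned onto drug-naive KB-3-1 parental adenocarcinoma cells grown in DMEM with 10% FBS, and normalized data fitted to concentration-response curves.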
* marks the source's active call; other numbers are inactive results; i = inactive; u = inconclusive; x = no result given; & = joins results of further samples; [ ] = remark or other dose. Unless noted, the call rests on the fitted dose curve; in most records, active means well fitted curve in the direction sought with a large enough effect; inconclusive means small, poorly fitted or top-dose-only effect, or another doubt; inactive means no such curve, though single readings can be large; an effect the other way counts as inactive or inconclusive.

SMILES	IL1B secr inh	HT1080 IDH1KD tx	ATXN2 expr inh	HT1080-NT tox	ATXN viability	SW480 rerep	KB-V1 cytotox	MCF10A rereplic	KB-3-1 tox
CCc1ccc(C(=O)C(C)OC(=O)Cn2[nH]c(=O)c3ccccc3c2=O)cc1 (stereo not drawn)	-19	-3%	1%	0%[9.24 µM]	i	6%	0%	2%	-2%
CC1Cc2c([nH]c(=O)n(-c3ccccc3)c2=O)O1 (stereo not drawn)	11	5%	-13%	0%	u	-9%	0%	0%	9%
COc1ccc(Nc2ncc(C(=O)Nc3cccc(Cl)c3)c3ccccc23)cc1	x	x	6%	x	i	x	25%	x	-2%
COCCCn1c(Cc2csc(Nc3cccc(Cl)c3)n2)nnc1SCC(=O)OC1CCCCC1	-1	-22%	-5%	-18%	i	-4%	5%	u	7%
O=C(Nc1nc2ccccc2s1)Nc1ccc(F)cc1F	12	-23%	57%[activator]	-9%	i	2%	u	-14%	0%
CC(C)Cc1cc(C(=O)Nc2c(F)cc(F)cc2Br)no1	-5	5%	34%	5%	i	2%	-1%	1%	1%
N#Cc1ccccc1S(=O)(=O)N1CCN(CC(O)CN2CCOCC2)CC1 (stereo not drawn)	-1	8%	3%	4%[9.24 µM]	i	3%	u	4%	10%
CCC(=O)NNC(=S)NC(=O)c1ccc(C)cc1	-61*	-25%	u	-4%	i	9%	u	4%	u
CCOC(=O)C1=C(CC)Nc2ccccc2N=C1NC(=O)c1cc(C)on1	0	-2%	5%	-10%	i	-8%	-14%	8%	20%
CC(Oc1ccc(F)cc1)C(=O)NCC1(N(C)C)CCCCC1 (stereo not drawn)	x	x	-9%	x	i	x	-34%	x	-8%
O=C(O)/C=C/c1cnc[nH]1	0	13%	-1%	-2%	i	0%&-16%	7%	-3%&10%	0%
O=C(O)CNC(=O)CCn1nnc2ccccc2c1=O	0	0%	15%	8%	i	-1%	-1%	1%	2%
CCC(C)N(NC(C)=O)c1nc(Cl)nc(NC(C)C)n1 (stereo not drawn)	15	9%	4%	10%	i	-7%	14%	-3%	u
Cc1ccc(CNc2nc3cc(-c4ccccc4C)sc3c(=O)n2C)c(C)c1	-14	u	-23%	u	u	x	0%	x	u
O=c1cc(Cl)nc2ccccn12	-11	5%	-17%	28%	i	-8%	25%	-4%	10%
C/C(=N\Nc1nc(C)cc(-c2ccccc2)n1)c1ccc(F)cc1	-15	-10%	x	4%	i	5%	-8%	7%	u
COC(=O)c1ccc(CNC(=O)C(Cc2ccccc2)NC(=O)c2ccccc2)cc1 (stereo not drawn)	30	-1%	x	2%	u	x	2%	x	8%
C=CCn1c(O)c2ccc(C(=O)N=NC(=O)COc3ccccc3F)cc2c1O	9	10%	5%	3%	i	-5%	8%	-3%	12%
CC(C)c1ccc2c(c1)NC(c1ccncc1)=NC(c1cccs1)=N2	x	x	1%	x	i	x	-6%	x	12%
CSc1nc(-c2ccccc2)ccc1C(N)=O	-6	u	22%	-7%	i	-1%	-2%	u	-2%
O=S(=O)(NCc1ccccn1)c1cc(Cl)ccc1Cl	-15	14%	2%	22%	i	-1%	-5%	-2%	2%
COc1ccc(C(=O)OCC(=O)N2CCN(C(=O)c3ccco3)CC2)cc1OC	-7	13%	8%	12%	i	-15%	u	-9%	0%
N#CCCC(CCC#N)C1=NCCc2ccccc21	-1	7%	-24%	-3%	i	4%	15%	-3%	23%
CC1CC(=O)Nc2ccccc2N1S(=O)(=O)c1ccc(Cl)cc1 (stereo not drawn)	6	0%	x	-3%	i	-20%	10%	5%	4%
Cc1c(C(=O)NCCSCc2ccc(Cl)cc2Cl)cccc1[N+](=O)[O-]	-58*	u	u	u	i	20%	26µM*	u	u

4 of the entries above in order of the IL1B secr inh value, rising.
Structure,IL1B secr inh
CCc1ccc(C(=O)C(C)OC(=O)Cn2[nH]c(=O)c3ccccc3c2=O)cc1 (stereo not drawn),-19
COc1ccc(C(=O)OCC(=O)N2CCN(C(=O)c3ccco3)CC2)cc1OC,-7
N#CCCC(CCC#N)C1=NCCc2ccccc21,-1
CCC(C)N(NC(C)=O)c1nc(Cl)nc(NC(C)C)n1 (stereo not drawn),15

Next part:
SMILES	IL1B secr inh	HT1080 IDH1KD tx	ATXN2 expr inh	HT1080-NT tox	ATXN viability	SW480 rerep	KB-V1 cytotox	MCF10A rereplic	KB-3-1 tox
Cc1ccc(NC(=O)CC2NCCN(Cc3ccccc3)C2=O)cc1 (stereo not drawn)	15	-3%	-9%	11%	i	-16%	1%	0%	-3%
CN(C)CCCNC(=O)c1ccc(=O)[nH]n1	-1	20%	4%	12%	i	0%	2%	-2%	-4%
O=Nc1c(O)n(Cc2ccccc2)c2ccccc12	-2	-23%	-16%	-21%	i	-4%	1%	1%	-10%
CC(C)c1ccc(/C=N/N2CCN(c3ccccn3)CC2)cc1	-14	6%	25%	18%	i	-14%	-5%	3%	6%
COc1ccc(C(=O)COC(=O)c2cnc(C)cn2)cc1OC	0	-4%	7%	-3%	i	-22%	u	1%	9%
COc1ccc(CC(=O)OCC(=O)NCc2ccco2)cc1	12	-3%	1%	-1%	i	2%	-13%	-22%	-4%
CN(C)c1ccc(C(c2nnnn2C(C)(C)C)N2CCN(C(=O)c3ccco3)CC2)cc1 (stereo not drawn)	-4	23%	0%	17%	i	-1%	0%	-1%	18%
CO/N=C(\c1nonc1N)N1CCN(c2ccc(Cl)cc2[N+](=O)[O-])CC1	u	u	-14%	u	i	11%	u	u	u
Cc1cc(C([O-])=C(C(=S)Nc2ccccc2)[n+]2ccccc2)c(C)n1-c1ccccc1	18	-8%	8%	1%	i	25%	-1%	-23%	-8%
COc1cccc(CNC(=O)CCC2CCCN(C(=O)c3csc(C(C)C)n3)C2)c1 (stereo not drawn)	30	2%	-8%	6%	i	2%	-7%	5%	-7%
COc1cc(N=C2C(=O)N3CCCc4cccc2c43)cc(OC)c1	37	24%	-14%	13%	i	4%	-13%	12%	19%
CC(Sc1nc(C(C)(C)C)cc(-c2ccccc2)c1C#N)C(=O)Nc1ccccc1 (stereo not drawn)	23	1%	-8%	3%	i	2%	-20%	5%	-18%
O=C1C2C3CCC(O3)C2C(=O)N1c1nccs1 (stereo not drawn)	19	-17%	14%	-4%	i	-2%	3%	14%	2%
O=S(=O)(c1ccc(-c2ccccc2)cc1)N1CCCCC1	-29	-16%	13%	-26%	i	4%	u	u	u
N/C(=N\OC(=O)c1cccc(Br)c1)c1ccc(Br)cc1	26	-2%	36%	-3%	i	-31%[inhibitor]	0%	-1%	0%
CC(=O)c1c(C)[nH]c(C(=O)OCCCCN2C(=O)c3ccccc3C2=O)c1C	17	u	-14%	-8%	u	14%	0%	18%	-12%
CCN(C(=O)CN1C(=O)NC(c2ccccc2)(c2ccc(C)c(C)c2)C1=O)C1CCS(=O)(=O)C1 (stereo not drawn)	-1	-13%	x	-6%	i	-1%	-13%	-1%	1%
COC(=O)c1ccc(/C=N/NC(=S)NCCN2CCOCC2)cc1	50	-4%	-18%	6%	i	0%	-25%	12%	10%
CCOC(=O)CSC1=C(C#N)C(c2ccc3c(c2)OCO3)CC(=O)N1 (stereo not drawn)	-8	9.2µM*	-16%	16µM*	i	u	u	u	7.3µM*
CCc1cccc(NC(=O)COc2cc(=O)n(CC)c3ccccc23)c1	x	x	-7%	x	i	x	1%	x	0%
CC(C)N(C(=O)CSc1nnc(NC(=O)Cc2cccs2)s1)C(C)C	21	4%	x	1%	i	5%	-1%	-2%	-3%
Cc1csc(N(C(=O)c2ccccc2F)c2ccccc2)n1	11	-4%	-6%	0%	i	u	u	u	3%
COc1ccc([C@H]2CC(=O)C=C(c3ccc4c(c3)OCO4)C2)cc1OC	u	1%	1%	-6%	i	u	-17%	u	-13%
Cc1ccc(C(=O)Cn2c(C(=O)O)cc3ccccc32)cc1	-10	7%	2%	2%	u	1%	-6%	2%	-14%
O=C(CSc1ncccn1)NN=C1CCCCCC1	44	11%	4%	6%	i	0%	-3%	2%	9%

(next part)
SMILES	IL1B secr inh	HT1080 IDH1KD tx	ATXN2 expr inh	HT1080-NT tox	ATXN viability	SW480 rerep	KB-V1 cytotox	MCF10A rereplic	KB-3-1 tox
O=c1cc(CN2CCC(Cc3ccccc3)CC2)nc2sccn12	-3	1%	1%	7%	i	1%	-3%	3%	17%
Cc1cccc(NS(=O)(=O)c2ccc([N+](=O)[O-])cc2)n1	1	16%	-6%	7%	i	0%	-7%	-2%	-3%
COc1ccc(N(CC(=O)NC2CCCCCCC2)S(=O)(=O)c2c(C)nn(C)c2C)cc1	-8	0%	-5%	5%	i	-13%	14%	3%	-1%
CCC(=O)N1CCN(c2ccc(NC(=O)c3ccc(C#N)cc3F)cc2Cl)CC1	25	5%	-25%	0%	i	u	-13%	0%	1%
COc1ccc(NC(=O)CSCC(=O)N2CCN(C(=O)c3ccco3)CC2)cc1	1	-1%	2%	-2%[9.24 µM]	i	-9%	u	-3%	4%
COc1ccc(-c2csc(N(CCCN3CCOCC3)C(=O)CCl)n2)cc1	15	26%	-6%	20%	i	-5%	1%	0%	12%
Cc1c(C#N)c2ccccc2n1CC(=O)N1CCc2ccccc2C1	16	-7%	2%	6%	i	-1%	-2%	-2%	1%
CCOC(=O)NC(=O)CSc1nnc(C)s1	5	u	0%	8%	i	-16%	15%	-1%	-1%
